High-throughput results deposited in PubChem BioAssay by National Center for Advancing Translational Sciences (NCATS).
PI4K2A inh = qHTS for small molecular inhibitors of PI4K2A | purified PI4K2A, ADP-Glo luminescence, 1 h; active compounds read low | activity change, negative = inhibition, % at 76.9 µM | Phosphatidylinositol 4-kinase type 2-alpha (Homo sapiens), Q9BTU6 | 420,000 compounds, 0.13% hits; in the data active = activity change below about -50%; inconclusive = mostly about -30% to -49%;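 note: -100% = wells without enzyme as full effect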
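Compounds are screened against recombinant PI4K2A using PI as substrate and ATP, the latter dispensed at 300 microM. Reactions run one hour at ambient temperature before ADP-Glo detection; full inhibition defined by wells lacking enzyme.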
G9a inh = qHTS Assay for Inhibitors of Histone Lysine Methyltransferase G9a; G9a H3K9 monomethylation, AlphaScreen, 2 h; 350,000 compounds, 8.8% hits; Histone-lysine N-methyltransferase EHMT2 (Homo sapiens), Q96KQ7; Potency, µM (top dose mostly 102 µM), for the others: at the highest dose activity, negative = inhibition, usual class: inhibitors; note: potency is the fitted concentration of half-maximal effect; % is set by controls: 0 for no effect and ±100 for the full control effect; nearly all actives have a fitted effect of over 75% in size
Target sequence (Q96KQ7 913-1193 limits assumed): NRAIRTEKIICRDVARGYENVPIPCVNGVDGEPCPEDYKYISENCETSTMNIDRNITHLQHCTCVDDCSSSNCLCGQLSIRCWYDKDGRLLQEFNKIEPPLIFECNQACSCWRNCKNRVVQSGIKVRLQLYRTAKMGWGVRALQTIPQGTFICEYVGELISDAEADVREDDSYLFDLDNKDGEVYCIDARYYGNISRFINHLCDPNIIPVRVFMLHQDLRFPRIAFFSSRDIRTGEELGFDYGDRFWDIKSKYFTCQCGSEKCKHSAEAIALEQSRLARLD
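AlphaScreen read-out: biotin-H3K9 peptide (500 nM) methylation by 20 nM enzyme with 20 uM SAM, 2 h at room temperature after 15 min compound preincubation; anti-monomethyl H3K9 antibody plus donor/acceptor beads, 10 min dark.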
Pin1 inh = qHTS Assay to Find Inhibitors of Pin1 | AID 504891, 2011 | Potency, µM (series often up to 115 µM), for inactives: at the highest dose activity, negative = inhibition, usual class: inhibitors | Pin1 FP peptide displacement, HiFluor488, 10 min | 390,000 compounds, 0.009% hits | Peptidyl-prolyl cis-trans isomerase NIMA-interacting 1 (Homo sapiens), Q13526; active = well fitted inhibition curve with a large enough effect in the polarisation, with a control signal flat, not every such curve was filed as active; inconclusive = small, poorly fitted or top-dose-only effect, or effect the other way, or a change in a side signal; inactive = no such curve, though single readings can be large or run the other way; the % refers to the polarisation; note: potency is the fitted concentration of half-maximal effect; % is set by controls: 0 for no effect and ±100 for the full control effect
JMJD2A Tudor inh = qHTS Assay for Inhibitors of JMJD2A-Tudor Domain; Lysine-specific demethylase 4A (Homo sapiens), O75164; AlphaScreen JMJD2A-Tudor / H3K4me3 peptide binding; Potency, µM (top dose mostly 114 µM), inactives show top-dose activity change, negative = inhibition, actives largely listed as inhibitors; 390,000 compounds, 4.4% hits; AID 504339, 2011; note: potency is the fitted concentration of half-maximal effect; % is set by controls: 0 for no effect and ±100 for the full control effect; nearly all actives have a fitted effect of over 50% in size
Tb PGK inh = qHTS Assay to Find Inhibitors of Phosphoglycerate Kinase. PGK/GAPDH coupled, Kinase-Glo luminescence, 60 min. Phosphoglycerate kinase, glycosomal (Trypanosoma brucei brucei), P07378. 380,000 compounds, 0.043% hits. AID 602233, 2012. Potency, µM (top dose mostly 57.5 µM), inactives show top-dose activity change, negative = inhibition, most hits filed as inhibitors; note: potency is the fitted concentration of half-maximal effect; % is set by controls: 0 for no effect and ±100 for the full control effect; nearly all actives have a fitted effect of over 60% in size
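Luminescent ATP detection (Kinase-Glo Plus) follows a 60-minute room-temperature incubation, with wells lacking PGK as controls. Buffer: 100 mM TEA (pH 7.6), 5 mM MgCl2, 0.01% Tween-20. Coupling enzyme GAPDH (100 nM final) supplies unstable 1,3-BPG in-well.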
ERG-DNA inh = qHTS for Small Molecule Inhibitors of the ERG Ets/DNA interaction; fluorescence polarization, His-ERG Ets domain / labelled DNA; 370,000 compounds, 0.028% hits; Potency, µM (titrated, usually from 76.9 µM), for inactives: at the highest dose FP activity, negative = inhibition, hits mostly inhibitors; Transcriptional regulator ERG (Homo sapiens), P11308; active = well fitted inhibition curve with a large enough effect in the polarisation, with a control signal flat; inconclusive = small, poorly fitted or top-dose-only effect, or effect the other way, or a change in a side signal; inactive = no such curve, though single readings can be large or run the other way; the % refers to the polarisation;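 note: polarization taken with two DNA probes labelled with fluorescein and Texas red; potency is the fitted concentration of half-maximal effect; % of control where 0% means no effect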
Target sequence (P11308 whole entry, looked up, the tested form may be a part): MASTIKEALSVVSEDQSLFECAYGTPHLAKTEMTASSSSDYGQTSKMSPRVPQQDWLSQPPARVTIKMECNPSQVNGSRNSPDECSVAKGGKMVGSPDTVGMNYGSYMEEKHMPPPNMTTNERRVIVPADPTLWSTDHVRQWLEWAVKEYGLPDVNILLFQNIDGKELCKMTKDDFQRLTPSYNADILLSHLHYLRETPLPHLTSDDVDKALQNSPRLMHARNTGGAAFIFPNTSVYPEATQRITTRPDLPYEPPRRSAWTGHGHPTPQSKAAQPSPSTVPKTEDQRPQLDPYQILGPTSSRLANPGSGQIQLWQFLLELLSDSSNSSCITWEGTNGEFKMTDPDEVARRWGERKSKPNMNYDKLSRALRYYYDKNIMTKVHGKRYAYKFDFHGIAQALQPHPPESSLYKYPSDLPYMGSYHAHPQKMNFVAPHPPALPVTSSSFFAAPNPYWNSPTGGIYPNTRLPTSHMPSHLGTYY
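His-tagged ERG Ets domain (1 uM in the protein solution; 300mM KCl, 50mM Tris-HCl, 1mM EDTA, 1mM DTT, pH 7.5) received compound, then a probe mix of 5 nM fluorescein-DNA and 100nM Texas-615-DNA. Fluorescence polarization was read for both dyes.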
BAZ2B block = qHTS Assay for Inhibitors of BAZ2B; Bromodomain adjacent to zinc finger domain protein 2B (Homo sapiens), Q9UIF8; AlphaScreen BAZ2B-H3K14Ac peptide displacement; Potency, µM (highest dose often 114 µM), inactives show top-dose activity change, negative = inhibition, hits mostly inhibitors; 360,000 compounds, 4.4% hits; note: potency is the fitted concentration of half-maximal effect; % is set by controls: 0 for no effect and ±100 for the full control effect; nearly all actives have a fitted effect of over 60% in size
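Inhibition is scored as reduced AlphaScreen emission. The BAZ2B/b-H3(5-23)K14Ac complex (50 nM each) in PBS pH 7.4, 0.01% Tween-20 meets compound (up to 110 uM) for 30 min at RT before bead addition.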
GLS inhibitor = qHTS for Inhibitors of Glutaminase (GLS); Glutaminase kidney isoform, mitochondrial (Homo sapiens), O94925; GLS enzymatic activity, qHTS titration; Potency, µM (titrated, usually from 45.5 µM), without a hit: at the highest dose activity change, negative = inhibition, hits mostly inhibitors; 410,000 compounds, 0.21% hits; note: potency is the fitted concentration of half-maximal effect; % is set by controls: 0 for no effect and ±100 for the full control effect
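Human kidney-isoform GLS in 45 mM KH2PO4 pH 8.2, 0.02% Tween-20, with compound, started with 1mM L-Glutamine (added stock). Glutamate oxidase/HRP/Amplex red coupled fluorescence read at start and after 30 min at RT.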
HP1b chromo inh = HTS for Inhibitors of HP1-beta Chromodomain Interactions with Methylated Histone Tails; Chromobox protein homolog 1 (Homo sapiens), P83916; AlphaScreen HP1-beta / biotin-H3K9me3 peptide binding; Potency, µM (top dose mostly 114 µM), inactives show at the highest dose activity change, negative = inhibition, most hits filed as inhibitors; 390,000 compounds, 0.56% hits; AID 540317, 2011; note: potency is the fitted concentration of half-maximal effect; nearly all actives have a fitted effect of over 70% in size; inactives centre near 23
Target sequence (P83916 whole entry, looked up): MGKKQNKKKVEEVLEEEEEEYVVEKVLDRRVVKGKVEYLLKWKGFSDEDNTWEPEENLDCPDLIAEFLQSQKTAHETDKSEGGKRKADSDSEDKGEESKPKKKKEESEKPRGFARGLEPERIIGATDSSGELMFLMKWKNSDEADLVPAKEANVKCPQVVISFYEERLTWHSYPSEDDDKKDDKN
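AlphaScreen: HP1-beta (50 nM) preformed 30 min with biotin-H3(1-18)K9me3 peptide (50 nM) in PBS pH 7.4, 0.01% Tween-20. Compound added for 30 min at RT, then streptavidin donor/nickel chelate acceptor beads (10 ug/mL) for 30 min.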
* marks the source's active call; other numbers are inactive results; i = inactive; ? = inconclusive; . = not tested or not shown; & = joins results of further samples; ! = not confirmed by another sample; [ ] = dose if it differs, or a comment. Unless noted, calls come from the whole dose curve; as a rule, active = well fitted curve in the direction sought with a large enough effect; inconclusive = small, poorly fitted or top-dose-only effect, or another doubt; inactive = no such curve, though single readings can be large; an effect the other way counts as inactive or inconclusive. This is a subset; the hit share may differ from the screen's.

PI4K2A inh,Tb PGK inh,JMJD2A Tudor inh,BAZ2B block,HP1b chromo inh,Pin1 inh,G9a inh,GLS inhibitor,ERG-DNA inh,canonical_smiles
0.3,-1.9%,-34.0%,-19.5%,9.3%,-2.6%,-1.9%[59 µM],4.3%,4.8%,COc1cc2c(c(OC)c1OC)-c1c(cc3c(c1OC)OCO3)[C@@H](OC(C)=O)[C@H](C)[C@H](C)C2
1.2&0.1&-0.8,i,-10.3%,13.5%,25.7%,-2.8%,-16.4%[59 µM],0.4%&-1.4%,16.4%,NC(=O)c1cn(Cc2c(F)cccc2F)nn1
5.4,-6.0%,4.7%,-22.6%,63.6%[activator],1.5%,8.4%[59 µM],-3.5%,-2.7%,CCCNC(=O)C1CCC(Cn2c(=O)c3sccc3n(CC(=O)NCc3ccccc3)c2=O)CC1 (stereo not drawn)
4.2&-0.6,1.0%[11.5 µM],0.0%,-2.1%,37.3%[activator],-5.4%,-40.7%[12.7 µM],12.9%&-0.3%,.,CCN(CC)CCOC(=O)C1(c2ccccc2)CCCC1
9.2,3.9%,-28.8%,2.4%,56.7%[activator],0.5%,-4.3%,0.2%,-1.1%,CCc1cc(=O)oc2c(CNC(Cc3ccccc3)C(=O)O)c(O)ccc12 (stereo not drawn)
-5.0&-9.3,-7.0%,89.1µM*,3.8%,4.8%,-10.2%,?,4.0%&5.0%,7.8%,O=S(=O)(c1cccc2cnccc12)N1CCCNCC1
-1.5&2.8,-10.2%,-30.9%,?,4.5%,-1.1%,74.8%[activator][12.7 µM],4.2%&5.2%,.,COc1ccc(/C=C/C(=O)Nc2ccccc2C(=O)O)cc1OC
-0.2&4.0,0.9%,-6.5%,-15.2%,41.4%[activator],37.4%[activator],-10.8%[12.7 µM],-0.9%&2.5%,8.2%,CC[N+](C)(CC)CCOC(=O)C(O)(c1ccccc1)C1CCCCC1 (stereo not drawn)
3.7&1.0&-1.5,0.4%,2.9%,4.8%,42.3%[activator],-6.2%,10µM*!,20.5%&20.5%,2.9%,O=C(CCNNC(=O)c1ccncc1)NCc1ccccc1
1.9,1.1%,-15.3%,-5.4%,15.0%,1.9%,3.6%[59 µM],2.3%,-2.6%,COc1ccc(CCNc2nc(SCc3ccccc3Cl)nc3ccccc23)cc1OC
2.0&2.4&2.2,7.9%,-12.7%,.,26.4%,?,-17.8%[59 µM],3.7%&-18.0%,.,CCCn1cnc2c1c(=O)n(CCCCC(C)=O)c(=O)n2C
-3.1,4.6%,-20.4%,-1.7%,35.5%,7.5%,?,14.3%,15.1%,NC(=O)c1cccc(-c2cc(Nc3ccc(OC(F)(F)F)cc3)ncn2)c1

Limited to BAZ2B block, Pin1 inh and ERG-DNA inh, for some of the entries so far:
canonical_smiles	BAZ2B block	Pin1 inh	ERG-DNA inh
CC[N+](C)(CC)CCOC(=O)C(O)(c1ccccc1)C1CCCCC1 (stereo not drawn)	-15.2%	37.4%[activator]	8.2%
COc1ccc(/C=C/C(=O)Nc2ccccc2C(=O)O)cc1OC	?	-1.1%	.

(continued)
PI4K2A inh,Tb PGK inh,JMJD2A Tudor inh,BAZ2B block,HP1b chromo inh,Pin1 inh,G9a inh,GLS inhibitor,ERG-DNA inh,canonical_smiles
-3.6,3.6%,-30.6%,-36.9%,13.9%,36.2%[activator],-28.9%[59 µM],?,1.3%,Cc1ccc(C)c(NC(=O)Cn2cc(C(=O)c3ccco3)c3ccccc32)c1
-3.5&-5.4,-10.5%,0.0%&-19.7%,-9.4%&13.3%,25.6%&8.7%,21.7%&6.5%,4.0%[59 µM],-1.5%&-0.4%,-0.2%&1.6%,CCOc1ccc(NC(=O)Cn2cc(C(=O)c3ccco3)c3ccccc32)cc1
-12.2&-27.7&-10.4,-12.1%,-27.3%,-26.8%,14.9%,-9.1%,7.94µM*!,10.3%,-4.5%,Oc1ccc(/C=C/c2cc(O)cc(O)c2)cc1
-1.1&-1.3,-10.7%,-17.9%,-25.5%,51.5%[activator],-3.8%,0.5%[59 µM],5.4%,-3.5%,CC(COc1ccccc1)NC(C)C(O)c1ccc(O)cc1 (stereo not drawn)
2.0&3.1,-2.3%,-12.2%,-9.4%,17.7%,5.0%,23.2%[12.7 µM],-6.9%,-11.6%,CN1CCOC(c2ccccc2)c2ccccc2C1 (stereo not drawn)
0.8&-4.2&-4.3,-13.1%,-3.4%,7.7%,41.5%[activator],1.3%,12.8%[59 µM],7.7%&16.0%,47.2%[activator],Cc1nc2ccccn2c(=O)c1CCN1CCC(C(=O)c2ccc(F)cc2)CC1
1.1&-0.3,3.0%,1.7%,-1.0%,23.9%,-2.2%,21.2%,3.4%&-22.6%,4.7%,COC(=O)c1ccc(O)cc1
-3.5,-0.3%,-8.4%,-2.6%,50.9%[activator],1.8%,-6.7%[0.501 µM],0.7%,8.7%,CC(=O)OCC1=C[C@@H]2OC(=O)C3=CO[C@@H](O[C@@H]4O[C@H](CO)[C@@H](O)[C@H](O)[C@H]4O)[C@H]1[C@@H]32
3.8,-6.9%,-8.6%,-0.7%,36.2%,3.7%,-8.6%,-4.9%,-9.7%,C/C=C(/C)C(=O)O[C@@H]1c2c(ccc3ccc(=O)oc23)OC(C)(C)[C@@H]1OC(=O)/C(C)=C\C
2.4,-7.5%,?,31.6µM*,-3.7%,-26.2%,4.1%[59 µM],24.3%,1.7%,Cc1[nH]n2c(=O)cc(-c3ccc(Cl)cc3)nc2c1-c1ccccc1
-1.6,-10.9%,-31.2%,?,-25.2%,1.2%,39.8µM*,24.0%,2.5%,CC1(C)Cc2c(sc(NC(=S)NC(=O)c3ccccc3)c2C(=O)O)CO1
-1.0,i,?,?,-1.9%,-3.9%,-34.1%[59 µM],0.2%,-5.7%,COc1cc(C(c2c(C)[nH][nH]c2=O)c2c(C)[nH][nH]c2=O)ccc1OC(=O)c1ccccc1F
-2.6&-2.1,-4.5%,-15.1%,-19.7%,19.8%,-2.8%,-2.6%[21.5 µM],-6.0%,-7.3%,c1ccc(CC2=NCCN2)cc1
-7.5,?,20µM*,.,4.9%,-8.5%,.,?,-22.7%,C=CC1=C(C(=O)O)N2C(=O)[C@@H](NC(=O)/C(=N\O)c3csc(N)n3)[C@H]2SC1 (stereo in doubt)
1.4,i,-5.8%,32.3%[activator],49.9%[activator][57 µM],12.8%,18.2%[59 µM],11.9%,8.0%,CCc1nnc(NC(=O)CSc2nc3c([nH]c4ccccc43)c(=O)n2-c2ccc(OC)cc2)s1
-5.4&-3.2,1.3%,79.4µM*,?,42.0%,-0.6%,-29.0%[2.33 µM],12.0%,-9.1%,Cc1cc(-c2ccccc2)nnc1NCCN1CCOCC1
-1.5,1.2%,-14.9%,4.6%,33.4%,0.7%,15.9%[59 µM],11.8%,-0.8%,CCOCCCNC(=O)C(=O)Nc1c2c(nn1-c1ccc(OC)cc1)CSC2
-0.6&-0.7,-2.0%,3.6%,8.2%,46.5%[activator],-1.6%,-3.7%[59 µM],-1.0%,12.7%,CCCNC(C)C(=O)Nc1c(C)csc1C(=O)OC (stereo not drawn)
2.4&0.9,?,?,?,20.9%,-2.5%,?,10.7%&-1.1%,.,CN1CCN(CCC(=O)N2c3ccccc3Sc3ccc(C(F)(F)F)cc32)CC1
0.4&1.1&3.1,-8.1%,-7.2%,0.4%&-13.0%,8.5%,0.8%,10µM*!,0.8%,-9.0%,CN(C)CCOC(C)(c1ccccc1)c1ccccn1 (stereo not drawn)
1.7&-1.0,-7.6%,-6.1%,-3.0%,34.2%[activator],-13.2%,-8.8%,-8.1%&5.5%,-5.9%,CC(=O)NC(Cc1ccccc1)C(=O)O (stereo not drawn)
-0.2&-1.3,i,1.8%,3.5%,26.8%,0.9%,38.0%[21.5 µM],-6.9%,1.9%,Cc1c(NC(=O)c2cccnc2)c(=O)n(-c2ccccc2)n1C
-3.8,-8.6%,-14.5%,11.0%,23.7%,4.6%,6.1%[0.501 µM],-0.5%,-4.1%,CCCCCCO
-4.9,0.0%,-9.3%,-13.2%,42.6%[activator],13.2%,4.7%[59 µM],5.1%,-1.0%,CCOC(=O)N1CCc2c(sc3c2c(=O)n(Cc2ccccc2)c(=O)n3CC(=O)Nc2ccc(F)cc2)C1
0.2&0.9,-9.1%,-6.1%,.,63.0%[activator],-12.0%,-0.8%[12.7 µM],-2.2%&11.8%,-1.0%,CC(=O)Nc1ccc(C(=O)O)cc1
